# Salmonella PhoP GFP = PhoP regulon inhibitors, Salmonella typhi PhoP promoter GFP reporter, confirmatory (AID 1850); Salmonella Typhi PhoP-promoter GFP reporter, fluorescence, 4 h; higher % means a stronger effect; inhibition, % at 50 µM, or IC50 in µM where a hit was titrated; 0.33% of 310,000 active; in the data active = a potency from the dose series; inconclusive = inhibition mostly from about 25% at the one dose, without a potency; inactive = the rest, 99 in 100 with inhibition below about 19%;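 note: 0% = induced wells with vehicle and 100% = uninduced wells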
# H37Rv inhibition = M. tuberculosis growth inhibition, HTS (AID 449762) | M. tuberculosis H37Rv growth inhibition, 7H9 media; higher % means a stronger effect | one-dose inhibition, % at 25 µM; IC50 in µM for titrated hits | 0.59% of 330,000 active; in the data active = a potency from the dose series; inconclusive = inhibition above about 70% without an active follow-up result;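 note: bacterial growth assessed after seven days of incubation; strong numbers were not always called active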
# inhibitors of VEEV = inhibitors of VEEV TC-83 cytopathic effect, confirmation, Vero cells (AID 588727) | Vero cells, VEEV TC-83 cytopathic effect inhibition; higher % means a stronger effect | inhibition, % at 20 µM; hits with a dose series show IC50 in µM | 0.13% of 350,000 active; in the data active = a potency from the dose series; inconclusive = inhibition mostly from about 14% at the one dose, without a potency; inactive = the rest, 99 in 100 with inhibition below about 12%; note: strong numbers were not always called active
# influenza NS1A = NS1A inhibition, H1N1 influenza, cell based functional assay (AID 504329); NS1A functional cell-based assay, percent inhibition; higher % means a stronger effect; inhibition, % at 12.5 µM; hits with a dose series show IC50 in µM; 0.3% of 340,000 active; in the data active = a potency from the dose series; inconclusive = inhibition above about 27% without an active follow-up result; note: strong numbers were not always called active
# M. tuberculosis = growth inhibition of non-replicating M. tuberculosis (AID 488890). Mycobacterium tuberculosis non-replicating, growth inhibition; higher % means a stronger effect. 0.39% of 320,000 active. inhibition, % at 25 µM, or IC50 in µM where a hit was titrated; in the data active = a potency from the dose series; inconclusive = inhibition mostly from about 82% at the one dose, without a potency; inactive = the rest, 99 in 100 with inhibition below about 76%;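 note: plate controls were DMSO cells for no effect and high antibiotic wells for full effect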
# inhibitors of VEEV 10K pilot screen = second read-out of inhibitors of VEEV, no call of its own (marks repeat the call); inhibition, %; measured here: 10K pilot screen inhibition
# An asterisk follows results filed as active; i = inactive; ? = inconclusive; . = no result given. An unsorted share of the library. About 1.6% of those tested had a hit in this group.
# Sample of the layout (3 entries):
SMILES,Salmonella PhoP GFP,H37Rv inhibition,inhibitors of VEEV,influenza NS1A,M. tuberculosis,others
CCc1ccc(OCC(=O)NNC(=O)c2nn(CC)c(=O)c3ccccc23)cc1,6%,-2%,0.1%,0%,-6%,
CC(C)n1cnc2c(NCc3ccccc3)nc(NCc3ccccc3)nc21,-1%,?,11%,8%,34%,
O=C1c2ccccc2C(=O)N1Cc1nc2ccccc2c(=O)n1-c1ccccn1,2%,1%,1.4%,-6%,-10%,

# The whole of this part, repeating the preview:
SMILES,Salmonella PhoP GFP,H37Rv inhibition,inhibitors of VEEV,influenza NS1A,M. tuberculosis,others
CCc1ccc(OCC(=O)NNC(=O)c2nn(CC)c(=O)c3ccccc23)cc1,6%,-2%,0.1%,0%,-6%,
CC(C)n1cnc2c(NCc3ccccc3)nc(NCc3ccccc3)nc21,-1%,?,11%,8%,34%,
O=C1c2ccccc2C(=O)N1Cc1nc2ccccc2c(=O)n1-c1ccccn1,2%,1%,1.4%,-6%,-10%,
O=C(CCC1CCCN(C(=O)c2ccc3cc[nH]c3c2)C1)N1CCN(c2ccccn2)CC1 (stereo unspecified),-4%,2%,6.7%,-16%,9%,
COCCN1Cc2cccc(C(=O)NCc3ccccc3OC)c2C1=O,13%,2%,0.8%,1%,-7%,
Cc1ccnc(N2CCC(C(=O)NC3CCCCCC3)CC2)n1,-9%,-2%,1.3%,0%,-2%,inhibitors of VEEV 10K pilot screen=1.0
CN(Cc1ccccc1N1CCCC1)C(=O)c1cc2ccccc2o1,.,-2%,7.2%,-9%,?,
N=c1c(C(=O)NCc2ccco2)cc2c(=O)n3ccccc3nc2n1Cc1ccccc1,4%,-4%,5.9%,4%,13%,
O=C(NCc1ccc(Cl)cc1)C1CCN(S(=O)(=O)c2cccs2)CC1,1%,-2%,i,5%,-10%,
COc1cc(SC)ccc1C(=O)NCCOc1ccc(C)c(C)c1,-3%,66%,0.2%,-4%,65%,
CC(=O)c1cccc(NC(=O)CSc2nnc(C(C)N(C)C)n2Cc2ccccc2)c1 (stereo unspecified),10%,7%,1.0%,-1%,10%,
Cc1c(C(=O)O)oc2ccc(S(=O)(=O)NC3CCCCCCC3)cc12,3%,3%,3.3%,-7%,-5%,inhibitors of VEEV 10K pilot screen=1.1
COc1ccc(C(=O)N2CCCCC2)cc1S(=O)(=O)Nc1cccc(C(=O)O)c1,16%,1%,0.3%,2%,-3%,
Cc1ccc(OCCC(=O)OCC(=O)NC2CCCC2)cc1,-2%,-4%,0.5%,9%,31%,
O=C(C1CCN(C2CC(=O)N(c3cccc(Cl)c3)C2=O)CC1)N1CCCC1 (stereo unspecified),-6%,5%,0.8%,2%,53%,
CN1CCN(/N=C/c2c[nH]c3ccccc23)CC1,5%,-11%,0.3%,-10%,3%,
Cc1cc(F)c(F)c(C(=O)N2CCOCC2)c1Cl,6%,1%,i,-1%,-9%,
CCc1nc(Nc2cccc(O)c2)c2oc3ccccc3c2n1,8%,10%,5.3%,18%,17%,
COc1ccc(CCNC(=O)CC(NC(=O)c2ccccc2Cl)c2ccccc2)cc1 (stereo unspecified),-7%,1%,i,2%,-11%,
CCc1ccccc1NNC(=O)CCc1ccccc1,-8%,4%,0.7%,-2%,10%,
Cc1ccc(Sc2c(C)nn(C(=O)c3cccc(S(=O)(=O)N4CCOCC4)c3)c2C)cc1,-6%,-11%,i,-7%,15%,
COc1ccccc1N(CC(=O)NCCSCc1cccc(C)c1)S(=O)(=O)c1ccccc1,-10%,-6%,10%,14%,15%,
CNC(=S)NNc1nc(C)cc(C)n1,-20%,3%,2.2%,13%,5%,
Cc1ccccc1C(=O)NC1CCN(C(=O)Nc2ccc(F)cc2)CC1,3%,6%,0.1%,1%,-14%,
Cc1cccc(NC(=O)COc2ccc(Br)cc2C)n1,-5%,-3%,1.0%,3%,24%,
O=C(NC12CC3CC(CC(C3)C1)C2)c1ccc(=O)oc1,10%,-2%,0.7%,-5%,-9%,
CN(C)S(=O)(=O)c1cccc(NC(=O)COC(=O)/C=C/c2ccc(Br)o2)c1,5%,5%,1.1%,-5%,23%,
Nc1nccc(-c2cccs2)n1,-7%,5%,0.3%,-3%,0%,
O=C(CC1C(=O)NCCN1Cc1c(F)cccc1Cl)NCCCOc1cccnc1 (stereo unspecified),-11%,0%,i,8%,3%,
O=C(CCl)N1CCN(S(=O)(=O)c2ccc3ccccc3c2)CC1,11%,?,?,3%,?,
COc1cc(/C=C2\C(=O)ON=C2c2ccccc2)cc(OC)c1OC,-30%,6%,0.1%,3%,-6%,
CC(=O)c1ccc(OCCCC(=O)NCCc2ccc(C(F)(F)F)cc2)cc1,-1%,7%,i,-4%,77%,
O=C(COc1ccccc1)Nc1ccncc1Cl,-6%,35%,2.3%,-20%,61%,
COC(=O)[C@@]1(C)[C@H]2C(=O)N(Cc3ccccc3)C(=O)[C@H]2[C@H]2CN=C(SCc3ccc(C)cc3)N21,.,.,i,-13%,.,
Cc1cccn2c(=O)c3cc(C(=O)N(C)C)n(C)c3nc12,1%,2%,1.5%,1%,-16%,inhibitors of VEEV 10K pilot screen=4.6
COc1cccc(OCC(=O)Nc2ccccc2NC(C)=O)c1,-8%,.,0.8%,3%,-16%,
O=C(Nc1cccc(-c2cn3ccccc3n2)c1)c1cc2ccccc2oc1=O,0%,-2%,i,-1%,45%,
C/C(=N\NC(=O)CN(c1ccccc1)S(=O)(=O)c1ccccc1[N+](=O)[O-])C(C)(C)C,2%,0%,i,-1%,-13%,
COc1ccc(CNCc2ccncc2)c(OC)c1,-2%,-8%,1.2%,-2%,6%,
CCOC(=O)N1CCN(S(=O)(=O)c2ccc(F)cc2)CC1,-10%,-3%,i,6%,-5%,
CCCCn1c(O)c(C=Nc2c(C)n(C)n(-c3ccccc3)c2=O)c(=O)[nH]c1=O,0%,-8%,1.0%,7%,40%,
CC(=O)Nc1ccc(NC(=O)C(C)OC(=O)c2ccc(S(=O)(=O)N3CCCCCC3)cc2)cc1 (stereo unspecified),.,-1%,i,5%,1%,
CC1C(=O)N2CCCc3cc(NC(=O)C(=O)NCCCc4ccccc4)cc1c32 (stereo unspecified),-1%,59%,6.0%,-2%,17%,
CCOC(=O)Cc1csc(NC(=O)Nc2cccc(Cl)c2)n1,-7%,5%,2.0%,21%,7%,
COc1ccc(S(=O)(=O)Oc2ccccc2C(=S)N2CCOCC2)cc1,13%,3%,4.8%,7%,2%,
CC(=O)c1sc(NC(=O)C2CCN(c3ncnc4sc(C)c(C)c34)CC2)nc1-c1ccccc1,5%,?,5.7%,2%,27%,
Clc1ccc(CSc2ncn[nH]2)cc1,12%,>100µM*,3.6%,-2%,68%,
O=C(CN1C(=O)NC2(CCCC2)C1=O)N1CCN(Cc2ccccc2)CC1,6%,-3%,3.4%,-9%,-7%,
Cc1cccc(Nc2nc(N)nc(CSC(=S)N3CCOCC3)n2)c1,-8%,3%,i,-1%,11%,
Cc1cc(-c2nnc(SCC(=O)Nc3ccc(S(N)(=O)=O)cc3)n2N)n[nH]1,-47%,7%,1.1%,16%,5%,
CCN(CC)C(=O)CC(c1ccc(F)cc1)c1ccc(OC)cc1 (stereo unspecified),-2%,-4%,i,-9%,-14%,
CC(=O)Nc1nnc(-c2ccco2)o1,-1%,4%,0.1%,3%,.,
COc1ccc(S(=O)(=O)N(C)C[C@H]2Oc3c(NS(=O)(=O)c4ccc(F)cc4)cccc3C(=O)N([C@H](C)CO)C[C@@H]2C)cc1,.,4%,2.4%,-7%,27%,
COc1ccccc1CNC(=O)CCNC(=O)Cn1ccc2ccccc2c1=O,-6%,-6%,2.0%,-6%,-7%,
CC(C)C(=O)N1N=C(c2ccc(NS(C)(=O)=O)cc2)CC1c1cccs1 (stereo unspecified),0%,0%,0.4%,10%,4%,
NCc1cccc(-n2cccn2)c1,-4%,-3%,2.2%,9%,8%,
Cc1sc2ncnc(SCC(=O)NC(C)C(C)C)c2c1C (stereo unspecified),-31%,2%,0.7%,-4%,15%,
Cc1cccc(CCNC(=O)C2CCN(S(=O)(=O)c3cccc4nsnc34)CC2)c1,0%,7%,i,-4%,0%,
O=C(Nc1ccccc1C(=O)NC(Cc1ccccc1)C(=O)O)c1ccco1 (stereo unspecified),3%,-2%,1.2%,-7%,-18%,
CCC(C)NCCOc1ccccc1C (stereo unspecified),-11%,6%,1.5%,-4%,3%,

# Five successive entries out of the list so far, quoted:
SMILES,Salmonella PhoP GFP,H37Rv inhibition,inhibitors of VEEV,influenza NS1A,M. tuberculosis,others
NCc1cccc(-n2cccn2)c1,-4%,-3%,2.2%,9%,8%,
Cc1sc2ncnc(SCC(=O)NC(C)C(C)C)c2c1C (stereo unspecified),-31%,2%,0.7%,-4%,15%,
Cc1cccc(CCNC(=O)C2CCN(S(=O)(=O)c3cccc4nsnc34)CC2)c1,0%,7%,i,-4%,0%,
O=C(Nc1ccccc1C(=O)NC(Cc1ccccc1)C(=O)O)c1ccco1 (stereo unspecified),3%,-2%,1.2%,-7%,-18%,
CCC(C)NCCOc1ccccc1C (stereo unspecified),-11%,6%,1.5%,-4%,3%,

# (further entries)
SMILES,Salmonella PhoP GFP,H37Rv inhibition,inhibitors of VEEV,influenza NS1A,M. tuberculosis,others
C=CCN1C(=O)NC(=O)/C(=C/c2ccc(OCC(=O)Nc3ccc(C)cc3)cc2)C1=O,3%,1%,1.6%,1%,67%,
CCC/C(O)=C1\C(=O)CC(C)(C)CC1=Nc1ccc(OC)cc1,-3%,9%,4.3%,2%,57%,
O=C(COc1ccc(Br)cc1)N/N=C1\SCC(=O)N1c1ccc(F)cc1,-7%,0%,i,6%,-9%,
CCN(C1CCCCC1)S(=O)(=O)c1ccc(S(=O)(=O)N(CC(=O)Nc2ccccc2)C2CC2)cc1,2%,0%,i,-8%,-8%,
CC(C)c1cc(Br)ccc1OCCCN1C(=O)NC(C)(C)C1=O,-10%,-10%,i,-16%,22%,
COc1ccc2[nH]cc(/C=C/C(=O)c3ccccc3)c2c1,0%,62%,9.7%,-4%,43%,
S=c1sc2c(N3CCN(Cc4ccccc4)CC3)ncnc2n1-c1ccccc1,4%,-3%,0.3%,10%,-1%,
CCOc1cnc(-c2ccc(OC)cc2)o1,-3%,-4%,0.7%,5%,15%,
COC(=O)Cn1c(=NC(=O)CSCC(=O)Nc2cc(C)on2)sc2cc(C(=O)OC)ccc21,3%,-7%,6.6%,-20%,7%,inhibitors of VEEV 10K pilot screen=0.9
CCn1c(=O)c2ccccc2n2c(SCC(N)=O)nnc12,5%,1%,0.6%,-9%,-3%,
CCc1noc(C)c1C(=O)Nc1ccc(C)c(S(=O)(=O)N2CCCCCC2)c1,3%,-3%,5.3%,-14%,-4%,
COc1ccc(CC/C(C)=N\NC(N)=O)cc1,4%,3%,0.5%,0%,63%,
COc1ccc(/C=N/Nc2nc(Nc3ccccc3)nc(N3CCCCC3)n2)c(OC)c1,-11%,?,8.4%,-3%,67%,
COc1ccc(C(=O)OCC(=O)NCCN2C(=O)CSC2=O)cc1,-17%,0%,1.0%,-8%,-1%,
Cc1cccc(NS(=O)(=O)c2cc3c(cc2C)NC(=O)CO3)c1,5%,-11%,1.2%,24%,11%,
O=C(O)C1(Nc2ccccc2)CCCC1,.,.,0.9%,2%,.,
CCC(c1nnnn1C(C)C)N1CCN(C2CCCC2)CC1 (stereo unspecified),-1%,-2%,i,-6%,6%,
O=C(CNC(=S)N(CCCN1CCOCC1)Cc1cccs1)NCc1ccccc1,9%,-3%,1.5%,-2%,-11%,
CCC1(c2ccccc2)NC(=O)N(CC(=O)Nc2ccc(S(=O)(=O)NC3=NCCCCC3)cc2)C1=O (stereo unspecified),0%,100%,4.0%,-4%,12%,
CC(CP(=O)(O)O)NC(=O)Cc1ccccc1 (stereo unspecified),-4%,-4%,i,-4%,-7%,
CCc1nc(N2CCC(C)CC2)c2oc3ccccc3c2n1,-9%,?,i,-7%,31%,
COC(=O)C1=C(C)N(Cc2ccccc2)C(=NCc2cc(OC)c(OC)c(OC)c2)N[C@H]1CCc1ccccc1,.,68%,i,7%,?,
COc1ccc(NC(=S)NNC(=O)CNc2ccc(Cl)cc2)cc1,4%,5%,1.1%,0%,24%,
COC(=O)CSc1ncc(C#N)c(N)n1,3%,4%,i,-9%,14%,inhibitors of VEEV 10K pilot screen=0.0
c1ccc(-c2ccccc2OCCN2CCOCC2)cc1,-8%,-3%,i,0%,0%,
CCOc1cc(S(=O)(=O)n2nc(C)cc2C)ccc1F,-2%,-5%,i,-19%,-11%,
O=C(CS(=O)(=O)c1cn(CC(=O)N2CCOCC2)c2ccccc12)Nc1ccccc1F,-1%,-12%,i,-4%,-8%,
